Screens deposited in PubChem by several laboratories.
Bcl-xL primary – Bcl-xL (human) inhibition. Q07817. GST-Bcl-xL / FITC-Bim BH3 peptide fluorescence polarization. inhibition, % at 10.9 µM. 0.7% of 320,000 active. AID 2129;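 active means inhibition above the mean of all tested compounds plus 3 SD, cutoff set per campaign, cut at about 30% in these data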;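 further: 0% = DMSO wells and 100% = unlabeled Bim-BH3 peptide competitor; inhibitors lower millipolarization by displacing the labeled peptide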
PME-1 primary – blocks human protein phosphatase methylesterase 1; 0.53% of 320,000 active; inhibition, % at 5.9 µM; Q9Y570; AID 2130; recombinant PME-1, FP-Rh probe fluorescence polarization;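 active means inhibition above the campaign mean of all compounds plus 3 SD, cut at about 26% in these data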;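 further: competitive labeling of PME-1 active site by serine hydrolase directed probe; 0% = PME-1 with DMSO and 100% = wells lacking PME-1 enzyme; inhibitors block probe labeling so polarization falls and inhibition rises; many of its hits are not listed in these tables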
Target sequence (Q9Y570 whole entry, looked up): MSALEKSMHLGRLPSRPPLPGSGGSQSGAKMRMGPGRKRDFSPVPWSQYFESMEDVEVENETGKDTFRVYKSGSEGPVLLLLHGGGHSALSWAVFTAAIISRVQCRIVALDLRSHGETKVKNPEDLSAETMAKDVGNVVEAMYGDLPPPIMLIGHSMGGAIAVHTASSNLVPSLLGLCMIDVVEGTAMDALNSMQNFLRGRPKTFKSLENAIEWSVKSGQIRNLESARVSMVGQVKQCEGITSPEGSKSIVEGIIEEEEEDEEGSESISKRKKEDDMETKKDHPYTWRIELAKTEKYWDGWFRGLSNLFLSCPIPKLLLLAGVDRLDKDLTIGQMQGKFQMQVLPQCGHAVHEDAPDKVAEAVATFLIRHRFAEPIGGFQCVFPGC
Fam108B inh – blocks mouse Fam108B hydrolase in RBBP9 counter-screen | recombinant Fam108B, FP-Rh probe fluorescence polarization | AID 1947 | inhibition, % at 9.51 µM | 0.33% of 300,000 active;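 active means inhibition above the screen mean inhibition plus 3 SD, computed separately per campaign, cut at about 18% in these data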;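 further: inhibitors lower polarization as less probe binds the enzyme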
VLA-4 inh – inhibition in a human VLA-4 binding assay | P13612 | VLA-4 expressing cells, ligand binding flow cytometry | inhibition, % (about 7 µM as worked out from the volumes in the protocol) | 0.2% of 330,000 active | AID 2557; in the data active means inhibition above about 50%
MCL1 BIM primary – inhibitors of human MCL1 binding to BIM-BH3 peptide. Q07820. GST-MCL1 / FITC-Bim-BH3 fluorescence polarization. inhibition, % at 10.9 µM. 0.68% of 320,000 active;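 active means inhibition above the mean inhibition of all tested compounds plus 3 SD, set per campaign, cut at about 40% in these data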;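 further: 0% = DMSO wells and 100% = unlabeled Bim-BH3 peptide control; higher means more loss of mP so more displacement of Bim peptide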
Efflux pump mplx – blocks antifungal efflux pumps in multiplex yeast assay; 0.44% of 330,000 active; S. cerevisiae Candida pump triplex, Nile Red efflux; inhibition, % at 10 µM;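 active means plate passing quality check with inhibition over a set limit, or well fluorescence over plate mean plus 4 SD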;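 further: Nile Red retained in pooled yeast measured as flow cytometry median fluorescence; 0% = buffer negative control and 100% = Enniatin B positive control; higher means more Nile Red kept so more efflux inhibition; some compounds called inactive have numbers as strong as hits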
GRK2 inh – blocks RNA aptamer binding to human GRK2; bead flow cytometry, FAM-aptamer displacement from GRK2; inhibition of aptamer binding, % at 10 µM; 0.59% of 330,000 active; AID 488847;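 active means inhibition of aptamer binding above 40%, roughly 3 SD of noise, on plates passing a quality check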;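 further: median bead fluorescence of bound FAM aptamer so fluorescent compounds give negative values; no value below 0 was filed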
Target sequence (P25098 whole entry, looked up): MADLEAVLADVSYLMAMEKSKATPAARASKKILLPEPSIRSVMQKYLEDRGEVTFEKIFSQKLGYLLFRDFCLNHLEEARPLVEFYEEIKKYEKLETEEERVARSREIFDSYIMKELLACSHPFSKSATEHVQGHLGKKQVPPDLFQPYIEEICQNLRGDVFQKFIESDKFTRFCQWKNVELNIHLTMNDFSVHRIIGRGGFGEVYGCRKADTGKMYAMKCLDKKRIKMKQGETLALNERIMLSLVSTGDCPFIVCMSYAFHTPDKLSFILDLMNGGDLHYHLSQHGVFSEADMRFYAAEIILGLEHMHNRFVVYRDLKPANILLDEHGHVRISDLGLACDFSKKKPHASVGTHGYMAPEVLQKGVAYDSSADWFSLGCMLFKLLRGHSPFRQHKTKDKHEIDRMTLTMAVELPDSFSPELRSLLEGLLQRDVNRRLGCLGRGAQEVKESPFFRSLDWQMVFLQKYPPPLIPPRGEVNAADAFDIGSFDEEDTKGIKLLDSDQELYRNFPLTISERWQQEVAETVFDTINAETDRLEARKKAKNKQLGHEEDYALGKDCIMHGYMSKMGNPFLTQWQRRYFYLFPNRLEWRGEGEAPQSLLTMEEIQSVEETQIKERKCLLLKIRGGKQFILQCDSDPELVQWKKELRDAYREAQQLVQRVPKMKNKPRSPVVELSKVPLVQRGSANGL
GLD-1 RNA inh – GLD-1-TGE RNA interaction inhibition (C. elegans) | Q17339 | purified GLD-1 + fluorescein TGE RNA, fluorescence polarization | inhibition, % at 5.96 µM | 0.44% of 320,000 active | AID 2280;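 active means percent inhibition above a per-plate cutoff, the plate mean of test compounds plus 3 SD, cut at about 30% in these data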;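 further: 0% = DMSO wells with GLD-1 and probe and 100% = wells lacking GLD-1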
MEX-5 binding – C. elegans MEX-5 TCR-2 RNA binding activity; Q9XUB2; MEX-5/FITC-TCR2 RNA binding, fluorescence polarization; stronger effect = lower value; activity score (negative = inhibition of binding), % at 10 µM; 0.38% of 300,000 active; AID 1832;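 active means inhibition past about -25% in most replicates, and total fluorescence under double the plate's negative control median, limit read from the data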;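 further: 0% = DMSO and -100% = 5 µM competing unlabeled TCR2 RNA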
* = called active by the depositor; i = inactive; nt = no result given. Some of the compounds tested. The share of hits here may be higher or lower than overall.

SMILES	Bcl-xL primary	PME-1 primary	Fam108B inh	VLA-4 inh	MCL1 BIM primary	Efflux pump mplx	GRK2 inh	GLD-1 RNA inh	MEX-5 binding
Cc1cc(C)c2c(c1)N[C@H](c1cccs1)[C@@H]1CCO[C@H]21	5.6	-6.5	2.8	-16.1	-1.4	0.0	1.0	0.7	0.7
O=C(Nc1ccccc1)c1ccc(=O)[nH]n1	3.3	-4.7	3.5	1.3	6.0	0.2	1.0	-6.5	-0.2
COc1cccc2c1c(NC(=O)Nc1ccc(F)cc1F)nn2C	-3.9	7.3	-3.0	25.9	-5.0	0.0	0.0	0.3	0.8
Cc1ccc(NC(=O)C(CC(=O)O)C2CCCO2)c(C)c1 (stereo not given)	1.1	-3.0	-2.2	14.3	3.6	0.1	1.0	1.0	-1.6
CSCCC(NC(=O)c1ccco1)C(=O)N1CC=C(c2ccccc2)CC1 (stereo not given)	2.7	-4.5	-2.8	17.2	3.4	-0.6	7.0	4.5	0.3
COc1ccc(C(=O)N/C(=C/c2cccs2)C(=O)NN)cc1OC	3.2	0.0	2.8	4.9	-2.0	-0.1	1.0	-1.7	0.6
CCOC(=O)C1CCCN(S(=O)(=O)c2cc(Br)cc3c2N(C(=O)C2CC2)CC3)C1 (stereo not given)	6.8	7.9	4.6	8.4	3.6	0.1	2.0	-6.6	-5.7
CC(C)C1Nc2ccc(C(=O)NCc3ccco3)cc2NC1=O (stereo not given)	8.5	10.8	-1.8	-7.9	9.5	0.0	2.0	2.0	-2.5
CCOc1ccc(NC(=O)CCC(=O)N2CCSc3ccccc32)cc1	2.8	-5.9	0.1	-31.4	1.1	0.1	0.0	1.8	2.7
COCC(=O)Nc1cc(C)cn(Cc2ccccc2Cl)c1=O	-0.1	3.6	-1.4	8.2	-0.6	0.0	2.0	4.0	1.3
O=C1CN=C(Nc2ccccc2Cl)N1c1ccccc1	2.0	5.0	3.1	-8.6	5.9	0.0	1.0	6.9	-0.8
CCOc1ccc(NC(=O)CCN2CCN(S(=O)(=O)c3ccc(OC)cc3)CC2)cc1	-4.8	-1.2	-0.9	1.5	-1.8	0.1	0.0	7.6	0.6
Cc1ccc(C(=O)N2CCN(c3cnn(C)c(=O)c3Cl)CC2)cc1	3.4	-4.4	0.1	-4.5	2.9	-0.1	3.0	10.5	1.6
CCC1S/C(=C(\C#N)C(N)=O)N(c2ccc(F)cc2)C1=O (stereo not given)	4.9	-0.5	-3.2	12.2	6.2	0.1	0.0	5.6	1.0
Fc1ccc(N2N=C(c3cccs3)CC2c2ccco2)c(F)c1 (stereo not given)	0.3	6.2	2.1	-2.2	3.6	0.0	3.0	6.0	-1.6
CCOc1ccc(NC(=O)CSc2ccc(-c3ccco3)nn2)cc1	6.8	1.6	-4.0	-2.7	3.0	0.6	0.0	2.2	-0.8
COc1cc(C2OCC3C(c4ccc(OC5OC(CO)C(O)C(O)C5O)c(OC)c4)OCC23)ccc1O (stereo not given)	5.7	-6.3	0.4	-17.5	16.4	-0.1	0.0	3.9	-8.5
CCC(=O)N(Cc1ccc(C)cc1)Cc1cc2cc3c(cc2[nH]c1=O)OCO3	1.9	-2.4	5.5	11.5	-2.4	10.6*	1.0	-4.4	-0.9
O=C(CSc1ccc(Cl)cc1)NCc1ccco1	6.4	6.3	-0.1	-3.0	0.4	-0.1	0.0	-1.8	-1.6
CC(C)(C)CC(C)(C)NCC(O)COCCOc1ccc(Br)cc1 (stereo not given)	-1.6	-5.7	-1.9	5.3	-6.9	0.6	0.0	2.8	-2.5
N#Cc1ccsc1NC(=O)c1cccc(-n2cnnn2)c1	-21.0	-9.5	-6.3	-5.8	-37.8	0.2	0.0	-30.2	-3.0
COc1cc(SC#N)ccc1N=Cc1c(C)[nH]n(-c2cccc3ccccc23)c1=O	5.5	0.9	7.9	31.4	4.3	0.2	0.0	1.1	2.0
Cc1ccc(NC(=O)CC2S/C(=N/N=C/c3c[nH]c4ccccc34)NC2=O)cc1 (stereo not given)	-0.8	1.7	1.6	7.2	7.1	0.8	2.0	-3.6	0.1
Cc1cccc(C)c1NC(=O)N1CCCC1C(=O)Nc1ccc(-n2cnnn2)cc1 (stereo not given)	-6.5	-6.0	2.0	1.7	-5.8	0.1	0.0	3.0	-1.1
COc1ccc(N(C(C)=O)S(=O)(=O)c2cccs2)cc1	-1.1	6.4	0.5	7.1	0.7	0.2	0.0	1.6	1.2
Additional records:
SMILES	Bcl-xL primary	PME-1 primary	Fam108B inh	VLA-4 inh	MCL1 BIM primary	Efflux pump mplx	GRK2 inh	GLD-1 RNA inh	MEX-5 binding
CC(=C1C(=O)c2ccccc2C1=O)N1CCN(C/C=C/c2ccccc2)CC1	12.8	2.5	6.7	13.8	12.0	0.0	0.0	0.5	-0.9
Cc1ccc(/C=N/Nc2nnc(Cc3ccccc3)c(=O)[nH]2)o1	5.2	3.5	1.6	1.7	10.5	0.0	4.0	-0.1	0.4
COc1cccc(NC(=O)Cn2c(=O)n(CCC(=O)NCc3ccco3)c(=O)c3ccccc32)c1	0.2	1.5	2.1	4.3	-1.6	-0.2	0.0	1.6	0.2
COc1ccc(NC(=O)N(CCCN(C)C)Cc2cc3cc(OC)ccc3[nH]c2=O)cc1	-1.6	0.4	4.0	4.2	-4.9	0.2	0.0	5.8	0.9
Cn1c(N)c(C(=O)COC(=O)Cc2ccc(Br)cc2)c(=O)n(C)c1=O	nt	nt	nt	-12.0	nt	-0.1	0.0	4.3	nt
COc1ccc(CNC(=O)C(c2ccco2)N(C(=O)c2ccccn2)c2ccccc2)cc1 (stereo not given)	-0.1	6.3	2.2	9.5	-4.1	0.2	5.0	2.1	1.8
O=S(=O)(NC1CCCCCC1)c1ccc(Br)s1	3.1	1.9	3.0	11.5	7.2	-0.1	2.0	4.2	-0.5
O=C(Nc1nc(-c2cccc3ccccc23)cs1)c1ccc2c(c1)S(=O)(=O)c1ccccc1C2=O	2.9	-7.3	-1.8	11.7	2.8	0.1	2.0	4.1	-1.6
S=c1[nH]nc(COc2ccccc2)n1C1CCCCC1	-6.3	-2.6	2.2	-7.5	-4.9	0.0	0.0	12.0	5.3
Cc1nc2nc(CNC(=O)OC(C)(C)C)nn2c(C)c1CCC(=O)Nc1ccc2c(c1)OCO2	-2.6	0.1	3.9	7.8	-0.7	0.0	0.0	2.4	-2.4
COC(=O)[C@]1(Cc2ccccc2)N[C@H](CN(C)C(=O)C2CCCCC2)[C@@H]2C(=O)N(C)C(=O)[C@@H]21	nt	nt	nt	11.0	nt	-0.4	4.0	1.9	nt
COc1ccc(S(=O)(=O)Nc2c(C(=O)O)[nH]c3ccccc23)cc1OC	-0.4	-0.1	-0.6	11.8	-4.4	0.2	4.0	0.5	0.7
O=C(CSc1ccc(Cl)cc1)Nc1ccc(N2CCN(C(=O)c3ccc(Cl)cc3)CC2)cc1	5.5	-4.6	-7.8	15.4	7.9	-1.1	3.0	6.0	2.6
O=C(c1ccccc1)c1ccccc1C(=O)N1CCN(C(=O)c2ccccc2)CC1	0.5	-0.9	2.0	-1.2	-4.8	0.1	2.0	-4.8	1.5
O=C(NCCc1ccccc1)c1c(O)c2cccc3c2n(c1=O)CC3	3.6	-6.0	-7.8	-10.6	9.2	0.1	3.0	2.6	-3.8
Cc1ccc(-c2nnc(SCC(=O)Nc3ccc(N4CCOCC4)cc3)o2)cc1	2.0	0.9	2.9	6.2	0.0	0.1	0.0	1.9	0.2
COCC1CCCCN1C(=O)C1CCN(c2nc(-c3ccccc3)nc3c2CCC3)CC1 (stereo not given)	4.0	1.8	0.6	0.5	0.9	0.0	2.0	1.1	-1.3
CCOC(=O)c1ccc(N2Cc3ccccc3C2=N)cc1	0.1	-6.3	-2.2	3.4	-5.2	0.0	0.0	-2.7	-1.3
O=C(NNC(=S)NC(=O)c1cccs1)c1ccc(NC(=O)c2ccccc2)cc1	12.8	-1.1	-0.9	3.7	19.4	-0.5	0.0	0.4	-3.5
O=C(NCc1ccccn1)C1CCCCC1	0.9	-3.8	1.8	3.2	3.3	0.1	1.0	4.0	-0.5
Cc1c(CCC(=O)O)c(=O)oc2cc3occ(-c4ccc(Br)cc4)c3cc12	11.2	-16.3	-10.0	10.0	3.4	-0.1	1.0	6.4	-12.2
CC(=O)Nc1ccc2nc(NS(=O)(=O)c3ccc(C)cc3)sc2c1	2.6	4.7	2.9	i	-1.6	-0.1	0.0	4.7	-2.1
CCn1c(Cl)c(C=O)s/c1=N\S(=O)(=O)c1ccccc1	0.1	-0.1	-7.2	40.2	-6.3	0.1	2.0	-10.8	1.1
COC(=O)CCc1nc2ccccc2nc1OC	-3.6	2.2	-0.6	1.1	-4.6	0.0	31.0	1.8	-1.1
COC(=O)Cc1ccc2c3ccccc3n(C)c2c1	2.7	-0.5	1.8	6.5	4.2	-0.1	0.0	-2.0	-2.3

Another view of some results above:
Each structure is followed by: Bcl-xL primary	PME-1 primary	Fam108B inh	VLA-4 inh	MCL1 BIM primary	Efflux pump mplx	GRK2 inh	GLD-1 RNA inh	MEX-5 binding
- O=S(=O)(NC1CCCCCC1)c1ccc(Br)s1
 : 3.1	1.9	3.0	11.5	7.2	-0.1	2.0	4.2	-0.5
- COc1ccc(S(=O)(=O)Nc2c(C(=O)O)[nH]c3ccccc23)cc1OC
 : -0.4	-0.1	-0.6	11.8	-4.4	0.2	4.0	0.5	0.7

(next part)
SMILES	Bcl-xL primary	PME-1 primary	Fam108B inh	VLA-4 inh	MCL1 BIM primary	Efflux pump mplx	GRK2 inh	GLD-1 RNA inh	MEX-5 binding
COc1cc(NC(=O)Cc2nn(C)c(=O)c3ccccc23)cc(OC)c1OC	3.5	2.7	0.1	-0.7	4.7	0.0	1.0	-3.3	-2.8
CCO[C@@H]1OC(C(=O)N2CCN(Cc3ccc4c(c3)OCO4)CC2)=C[C@H](C2CC2)[C@H]1CCCO	3.0	3.5	-4.3	-5.4	8.4	0.2	0.0	-1.7	1.5
Cc1oc(-c2ccc(Cl)cc2)nc1CN1CCCC(C(=O)NCc2ccco2)C1 (stereo not given)	4.1	-1.8	-1.8	13.4	10.5	-0.1	3.0	0.7	2.7
O=C(CN1CCNCC1)NCCSc1ccc(Cl)cc1	2.0	2.5	3.7	3.1	12.5	-0.1	0.0	5.8	-0.7
CCn1cc(C(=O)N2CCN(c3ccccn3)CC2)c(=O)c2cc(S(=O)(=O)N(C)C3CCCCC3)ccc21	7.9	3.2	0.6	-9.0	2.8	0.2	1.0	1.2	-0.8
O=C(N/N=C/C(Br)=C/c1ccccc1)c1cc(-c2ccco2)[nH]n1	-1.1	-14.2	-19.5	-3.0	8.7	0.1	0.0	4.8	-2.4
COc1ccccc1NS(=O)(=O)c1ccc(NN=C2CCCC2)c([N+](=O)[O-])c1	3.0	26.0	-2.3	-3.8	0.2	-0.1	17.0	-2.3	-1.2
CC(C)OC(=O)c1nnc(Cc2ccc(Cl)cc2)o1	4.5	2.4	-0.3	28.9	-3.1	0.1	0.0	4.7	-0.1
NC(=O)CC(NC(=O)c1ccc(Br)cc1)c1ccc(N2CCN(c3ccccn3)CC2)c([N+](=O)[O-])c1 (stereo not given)	4.6	12.7	-3.3	-5.2	-2.5	-0.1	0.0	1.7	-2.6
CCn1cc(CN2CCC(n3nccc3NC(=O)C3CCCC3)CC2)cn1	2.8	-2.5	-2.5	0.4	-0.1	0.1	2.0	-0.3	nt
Cc1noc(/C=C/N(C)C)c1S(=O)(=O)N1CCCC(C(=O)NCc2ccco2)C1 (stereo not given)	0.3	1.1	-1.2	-4.5	2.2	-0.1	0.0	-5.4	1.8
